PPARg SRC-2 ag = agonists of PPARg-SRC-2 recruitment, primary screen, biochemical, HTS; PPARgamma LBD-SRC-2 recruitment; Peroxisome proliferator-activated receptor gamma (Homo sapiens), P37231; AID 1032, 2008; activation, % at 8 µM; hit rate 0.34% among 200,000; in the data active = activation above about 22%;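 note: 0% = vehicle and 100% = reference agonist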
Target sequence (P37231 whole entry, looked up, the tested form may be a part): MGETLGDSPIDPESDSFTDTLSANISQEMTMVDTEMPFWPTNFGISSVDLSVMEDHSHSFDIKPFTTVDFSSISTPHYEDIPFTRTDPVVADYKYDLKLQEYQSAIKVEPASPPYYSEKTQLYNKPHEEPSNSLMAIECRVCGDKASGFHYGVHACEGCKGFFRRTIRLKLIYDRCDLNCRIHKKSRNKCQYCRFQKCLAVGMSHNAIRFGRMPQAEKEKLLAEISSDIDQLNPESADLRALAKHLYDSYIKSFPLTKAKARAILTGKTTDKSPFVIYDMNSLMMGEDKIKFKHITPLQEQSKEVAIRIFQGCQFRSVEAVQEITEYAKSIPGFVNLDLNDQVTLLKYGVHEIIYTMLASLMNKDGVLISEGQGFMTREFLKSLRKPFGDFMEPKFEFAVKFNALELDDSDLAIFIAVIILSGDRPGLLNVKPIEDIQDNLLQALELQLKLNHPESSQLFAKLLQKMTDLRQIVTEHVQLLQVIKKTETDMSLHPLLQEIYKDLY
TNAP inh no acc = human TNAP enzyme inhibitors, primary screen, biochemical, luminescent, no phosphate acceptor, uHTS. AID 1012, 2008. Alkaline phosphatase, tissue-nonspecific isozyme (Homo sapiens), P05186. purified TNAP, CDP-star luminescence, 30 min. hit rate 0.26% among 200,000. inhibition, % at 20 µM;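 active = tissue-nonspecific alkaline phosphatase inhibition above about 50% at 20 µM in the single-dose screen, limit read from the data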;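 note: 0% = DMSO negative control and 100% = EDTA positive control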
Target sequence (P05186 whole entry, looked up): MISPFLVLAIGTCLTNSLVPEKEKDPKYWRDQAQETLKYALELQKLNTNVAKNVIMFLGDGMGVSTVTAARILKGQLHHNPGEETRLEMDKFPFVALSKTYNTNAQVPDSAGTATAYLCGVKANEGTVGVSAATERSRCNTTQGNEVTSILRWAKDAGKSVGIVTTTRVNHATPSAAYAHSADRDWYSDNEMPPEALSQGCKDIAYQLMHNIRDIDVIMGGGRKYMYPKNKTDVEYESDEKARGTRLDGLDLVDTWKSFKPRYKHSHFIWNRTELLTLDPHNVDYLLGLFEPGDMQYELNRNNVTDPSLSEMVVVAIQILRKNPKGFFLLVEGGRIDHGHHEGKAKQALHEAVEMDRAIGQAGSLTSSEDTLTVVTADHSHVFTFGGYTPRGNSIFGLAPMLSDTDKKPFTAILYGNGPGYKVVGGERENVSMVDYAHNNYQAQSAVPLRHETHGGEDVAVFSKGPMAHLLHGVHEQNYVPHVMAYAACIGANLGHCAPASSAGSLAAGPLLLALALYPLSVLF
bIAP activator = bovine intestinal alkaline phosphatase activators, primary screen, biochemical, bovine IAP, CDP-star luminescence; hit rate 0.17% among 200,000; purified bovine IAP, 30 min; stronger effect = higher value; fold of DMSO-control signal, blank-subtracted; alkaline phosphatase, intestinal [Bos taurus]; AID 1016, 2008; activation factor at 20 µM;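 active = activation factor of 2 or more at 20 µM, a signal rise over negative controls twice the positive control's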
bIAP inh = bovine intestinal alkaline phosphatase inhibitors, primary screen, selectivity assay for TNAP inhibitor project, biochemical, bovine IAP, CDP-star luminescence; inhibition, % at 20 µM; purified bovine IAP, 30 min; 190,000 tested, under 10 active; alkaline phosphatase, intestinal [Bos taurus];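 active = over 50% inhibition of intestinal alkaline phosphatase at 20 µM in the single-dose screen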
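System: purified bovine intestinal alkaline phosphatase (IAP) enzyme; Input: IAP diluted 1/65,000,000 in the well; Measured by: CDP-star luminescence signal; Compound dosing: 20 µM single dose; Incubation: 30 min reaction at room temperature.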
Efa HMGR inh = inhibitors of E. faecalis class II HMGR, primary screen, biochemical, Enterococcus faecalis | purified E. faecalis HMGR, NADPH absorbance 340 nm kinetic | hit rate 0.41% among 190,000 | HMG-CoA reductase (Enterococcus faecalis, mvaE) | inhibition, % at 10 µM | AID 1066, 2008;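 active = inhibition above a set limit, the median over all tested compounds plus 3 SD, cut at about 9.5% in these data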;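 note: enzyme runs in reverse so mevalonate oxidation gives rising NADPH absorbance; 0% = complete reaction with DMSO and 100% = background rate lacking mevalonate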
PPARg SRC1 recr = PPARgamma agonists recruiting SRC-1 coactivator, primary screen, biochemical | hit rate 0.41% among 200,000 | activation, % at 8 µM | AID 631, 2007 | PPARgamma-SRC-1 coactivator recruitment biochemical assay; in the data active = activation above about 19%;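 note: 0% = DMSO and 100% = reference agonist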
PPARg SRC-3 ag = PPARgamma agonists recruiting SRC-3 coactivator, primary screen, biochemical. biochemical PPARgamma/SRC-3 coactivator recruitment assay. activation, % at 8 µM. AID 731, 2007. Peroxisome proliferator-activated receptor gamma (Homo sapiens), P37231. hit rate 0.26% among 200,000; in the data active = activation above about 23%;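 note: 0% = DMSO and 100% = reference agonist; some compounds past the cut are filed as inactive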
TNAP act hi DEA = TNAP activators at high phosphate acceptor level, primary screen, biochemical, luminescence, uHTS; purified TNAP, CDP-star luminescence, 1 M DEA, 30 min; stronger effect = higher value; 0 = EDTA background, 1 = DMSO-only activity; 200,000 tested, under 10 active; AID 1136, 2008; activation factor at 20 µM; Alkaline phosphatase, tissue-nonspecific isozyme (Homo sapiens), P05186;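 active = activation factor at least 2 at 20 µM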
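system = human TNAP | amount = enzyme diluted 1/800 final | reagent = 100 µM CDP-star substrate | signal = luminescent substrate turnover signal | dosing = one dose, 20 µM | benchmarks = EDTA negative control, DMSO positive control | measure = activation factor | timing = 30 min reaction, room temperature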
TR-FRET SRC-2 ct = TR-FRET signal artefacts, primary screen, artefact control for PPARgamma SRC-2 agonist project, biochemical | hit rate 0.4% among 200,000 | AID 1049, 2008 | TR-FRET ratio at 8 µM | TR-FRET artefact counter-screen; stronger effect = higher value; in the data active = TR-FRET ratio above about 2000; note: inactives centre near 1500
TNAP inh hi DEA = human TNAP enzyme inhibitors, primary screen, biochemical, luminescent, high phosphate acceptor level, uHTS | AID 1135, 2008 | purified TNAP, CDP-star luminescence, 1 M DEA | inhibition, % at 20 µM | hit rate 0.03% among 200,000 | Alkaline phosphatase, tissue-nonspecific isozyme (Homo sapiens), P05186;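 active = over 50% inhibition of tissue-nonspecific alkaline phosphatase at 20 µM in the single-dose screen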;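 note: plate controls were DMSO wells for no effect and EDTA-quenched wells as full inhibition for full effect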
The depositor's hits bear a star; nt = not tested or not shown.

SMILES	PPARg SRC-2 ag	TNAP inh no acc	bIAP activator	bIAP inh	Efa HMGR inh	PPARg SRC1 recr	PPARg SRC-3 ag	TNAP act hi DEA	TR-FRET SRC-2 ct	TNAP inh hi DEA
CC(=O)N1CCN(c2ccc([N+](=O)[O-])cc2C#N)CC1	4	-11	0.9	9	2	5	6	1	1726	-2
COc1ccccc1N1CCN(c2nc3ccccn3c(=O)c2C=O)CC1	6	-5	0.9	9	-3	-2	0	1	1542	1
CN1CCN(c2nc(-c3ccccc3)nc(-c3ccc(F)cc3)c2C#N)CC1	-4	-4	1.1	-10	0	5	4	1	1600	-4
CCN(CC)C(=O)/C=C/c1ccc(OC)c(S(=O)(=O)N2CCCCC2)c1	-8	-12	0.9	9	-2	2	4	1	1518	0
O=C(c1cccnc1)N1CCc2ccccc2C1	4	-1	0.9	11	1	3	-3	1	1597	-5
O=C(CSc1nc(-c2ccco2)cc(C(F)(F)F)n1)Nc1ccc(C(=O)N2CCOCC2)cc1	-5	-2	0.9	10	-1	-3	1	1	1411	-2
CCC(C)(C)NC(=O)Cc1ccccc1OC	-5	-12	0.9	5	-6	-5	4	1	1614	-4
COCCNC(=O)Nc1ccc(F)cc1	0	-15	1	0	0	1	-3	1	1631	-4
O=C(NCC(F)(F)F)Nc1cccnc1	6	-8	0.9	10	-2	2	1	1	1684	-3
COc1ccc(NC2=NCCC(=O)N2Cc2cccs2)cc1	2	-12	1	-2	0	5	-2	1	1381	-3

As entered above:
O=C(CSc1nc(-c2ccco2)cc(C(F)(F)F)n1)Nc1ccc(C(=O)N2CCOCC2)cc1 @ PPARg SRC1 recr: -3
CCN(CC)C(=O)/C=C/c1ccc(OC)c(S(=O)(=O)N2CCCCC2)c1 @ bIAP activator: 0.9

The results go on:
SMILES	PPARg SRC-2 ag	TNAP inh no acc	bIAP activator	bIAP inh	Efa HMGR inh	PPARg SRC1 recr	PPARg SRC-3 ag	TNAP act hi DEA	TR-FRET SRC-2 ct	TNAP inh hi DEA
CCN(CC(=O)NCc1ccc(F)cc1)C(=O)/C=C/c1cccs1	0	-13	0.9	9	-2	-1	-1	1.1	1335	-5
Cc1ccc(SCc2nnc(NC(=O)c3ccccc3)s2)cc1	1	6	1	-1	-2	-3	3	1	1498	-2
COc1ccc(-c2cc(OC)c3c(C)oc(C)c3c(=O)c2)cc1OC	2	-8	0.9	8	3	0	-9	1.1	1318	-5
Cc1[nH]nc2c1C(c1ccc(-c3ccccc3C#N)o1)C(C#N)=C(N)O2 (stereo not drawn)	0	-5	0.8	16	-2	-8	-14	0.9	1504	5
O=C1CC(N2CCN(C/C=C/c3ccccc3)CC2)C(=O)N1Cc1cccs1 (stereo not drawn)	10	-8	1	2	1	7	8	1	1667	-3
O=c1c2ccccc2nc(-c2ccccc2)n1CCCN1CCOCC1	2	-5	1.1	-10	0	19*	5	1	1680	-4
COc1ccc(N(CC(O)Cn2c3ccccc3c3ccccc32)S(=O)(=O)c2ccccc2)cc1 (stereo not drawn)	11	-11	1	2	-2	-2	3	1.1	1648	-7
O=C(N/N=C\c1ccc(F)cc1)c1ccc(Cn2cc(Br)c([N+](=O)[O-])n2)o1	-7	-4	0.9	15	-5	-8	-7	0.9	1565	5
CC(c1nnc(SCC(=O)N2CC(=O)Nc3ccccc32)n1Cc1ccccc1)N(C)C (stereo not drawn)	-3	8	1.3	-30	-2	6	9	1	1523	-2
FC(F)(F)c1nc(NCC2CCCO2)c2nnn(Cc3ccccc3Cl)c2n1 (stereo not drawn)	13	-17	0.9	8	0	9	5	1.1	1519	-7
COc1ccccc1NC(=O)c1sc2ncn(Cc3ccccc3C)c(=O)c2c1C	5	-7	1	0	-4	2	9	1	1757	-2
COc1ccc2[nH]cc(CCCN3C(=O)c4ccccc4C3=O)c2c1	-3	-7	0.9	9	-3	0	1	1	1641	0
COc1ccc(CNS(=O)(=O)c2ccc(F)c(C(=O)Nc3ccc(OC)cc3)c2)cc1	6	-9	0.9	7	-3	-4	2	1	1629	-1
CCOC(=O)N1CCN(C(=S)Nc2ccc3nc(N4CCN(CC)CC4)cc(C)c3c2)CC1	0	-8	1	-3	-2	1	8	0.9	1589	6
CCOC(=O)c1ccc(NC(=O)Cn2cc3c(n2)CCC(C)C3)cc1 (stereo not drawn)	5	-11	0.8	15	-4	-2	-7	1	1583	1
CC1=C(C(N)=O)C(c2cccnc2)n2nc(-c3cccc(C)c3)nc2N1 (stereo not drawn)	5	nt	nt	nt	1	3	-1	nt	1453	nt
COc1cc(CC(NC(C)=O)C(=O)NC2CCN(c3c4c(nc5ncnn35)CCC4)CC2)cc(OC)c1 (stereo not drawn)	3	-3	1	0	-4	-1	2	1	1577	1
COc1cc(C)c(S(=O)(=O)Nc2ccccc2F)cc1C	9	-9	0.9	12	-3	-2	6	1	1810	-2
Cc1ccccc1NC(=O)CCN1C(=O)CSC1=O	1	-12	0.9	9	1	-8	12	1.1	1635	-6
Cc1nnc(SCC(=O)N2CCN(c3ccccc3)CC2)n(N)c1=O	6	-8	1	-4	7	8	1	1	1715	-2
Cc1nnc2sc(SCC(=O)Nc3cccc(Cl)c3)nn2c1=O	-8	-17	0.9	12	2	6	8	1	1643	0
CC(C)C(C(=O)NCc1ccco1)N(CC1CCCO1)C(=O)CNS(=O)(=O)c1ccccc1 (stereo not drawn)	0	-8	1.1	-8	-1	-2	-1	1.1	1376	-6
O=C(CSc1n[nH]c(-c2ccccc2)n1)c1ccccc1	2	56*	0.9	15	-9	7	9	1	1676	-2
O=C(CN1CCCCCC1)N1c2ccccc2C=Cc2ccccc21	4	-3	1	-2	-1	-1	1	1	1563	1
CN(C)CCCNC1=CC(=O)CC(c2ccccc2)C1 (stereo not drawn)	3	-14	1	-2	-6	1	-6	1.1	1402	-5
O=C(Nc1nccs1)c1cc(S(=O)(=O)N2CCOCC2)ccc1Cl	nt	-7	0.9	10	-3	nt	nt	1	nt	-1
CC(Cc1cccs1)NC(=O)NC1CCCCC1 (stereo not drawn)	5	-16	0.9	11	-1	2	4	1.1	1599	-8
O=C(Nc1cc(C(F)(F)F)ccc1N1CCCCC1)c1cccc([N+](=O)[O-])c1	-2	-5	0.7	26	-2	-3	8	1	1418	-3
COc1cccc(N/C(SC)=C(/C#N)C(N)=O)c1	-3	-9	1	4	-2	6	-3	1	1591	-1
Cc1cc(C)c(C#N)c(SCc2c(F)cccc2[N+](=O)[O-])n1	10	-4	1.2	-22	-1	4	1	1	1541	2
Cn1cc(C(=O)N/N=C/c2cccc(O)c2)ccc1=O	-8	-10	1.1	-14	-4	2	-1	1	1516	-4
CC(=O)Nc1ccc(CN2CCCC(CCC(=O)NCc3ccccc3F)C2)cc1 (stereo not drawn)	-2	-17	1.1	-11	-3	-5	-1	1.1	1373	-8
COC(=O)c1ccccc1NC(=O)Cc1nc(-c2ccccc2)sc1-c1ccc(C)cc1	-6	-9	1.1	-7	-3	7	4	1	1651	4
CCOC(=O)CN1C(=O)S/C(=C/c2ccc3c(c2)n(C)c(=O)n3C)C1=O	9	-4	1.2	-17	2	3	8	1	1668	1
CCOc1ccc(-n2c(SCC(=O)c3c(N)n(C)c(=O)n(C)c3=O)nnc2-c2cccnc2)cc1	7	-13	1	4	4	-1	1	1.1	1609	-8
CC1S/C(=C(\C#N)C(=O)NCc2ccco2)N(Cc2ccco2)C1=O (stereo not drawn)	-2	-13	0.9	10	-2	-3	0	1.1	1293	-6
COc1ccc(N(C(=O)Cn2nnc(-c3ccc(Cl)cc3)n2)C(C(=O)NCC2CCCO2)c2ccc(C)cc2)cc1 (stereo not drawn)	1	-10	0.9	13	6	0	15	1	1624	-1
Cc1ccc(/C(O)=C2/C(=O)C(=O)N(CCCn3ccnc3)C2c2ccccn2)cc1 (stereo not drawn)	12	2	1	-2	-1	10	1	1	1658	0
CN(Cc1ccccc1)S(=O)(=O)c1cccc(C(=O)O)c1	-6	-7	1	2	-1	-8	3	1	1392	0
O=C(N/N=C\C=C\c1ccc2c(c1)OCO2)c1ccc(F)cc1	1	-5	0.7	31	1	-1	3	1	1574	-3
Cc1ccc(NC(=O)c2csc3c2CCCC3)cc1	-1	-7	0.9	6	1	8	3	1	1592	1
Cc1ccc(C(=O)OCC(=O)Nc2ccccc2Sc2ccccc2)cc1C	-3	1	0.9	10	-3	-2	10	1.1	1692	-8
COc1ccc(NC(=O)c2ccc3c(c2)n(C)c(=O)n3C)cc1	-2	-12	0.8	22	21*	0	7	1.1	1562	-8
CCOC(=O)C1=C(N)OC2=C(C(=O)CC(C)(C)C2)C1c1ccoc1 (stereo not drawn)	8	-5	0.9	6	-1	1	12	1	1450	3
CC(=O)c1c(C)[nH]c(C(=O)Nc2ccccc2N2CCOCC2)c1C	-1	-13	1	-2	-1	-7	1	1.1	1439	-8

Eleven compounds out of the list, sorted by molecular weight, ascending:
SMILES	PPARg SRC-2 ag	TNAP inh no acc	bIAP activator	bIAP inh	Efa HMGR inh	PPARg SRC1 recr	PPARg SRC-3 ag	TNAP act hi DEA	TR-FRET SRC-2 ct	TNAP inh hi DEA
COCCNC(=O)Nc1ccc(F)cc1	0	-15	1	0	0	1	-3	1	1631	-4
COc1ccc(NC2=NCCC(=O)N2Cc2cccs2)cc1	2	-12	1	-2	0	5	-2	1	1381	-3
COc1ccc2[nH]cc(CCCN3C(=O)c4ccccc4C3=O)c2c1	-3	-7	0.9	9	-3	0	1	1	1641	0
Cc1nnc(SCC(=O)N2CCN(c3ccccc3)CC2)n(N)c1=O	6	-8	1	-4	7	8	1	1	1715	-2
COc1ccccc1N1CCN(c2nc3ccccn3c(=O)c2C=O)CC1	6	-5	0.9	9	-3	-2	0	1	1542	1
CN1CCN(c2nc(-c3ccccc3)nc(-c3ccc(F)cc3)c2C#N)CC1	-4	-4	1.1	-10	0	5	4	1	1600	-4
CC(=O)Nc1ccc(CN2CCCC(CCC(=O)NCc3ccccc3F)C2)cc1 (stereo not drawn)	-2	-17	1.1	-11	-3	-5	-1	1.1	1373	-8
COc1ccccc1NC(=O)c1sc2ncn(Cc3ccccc3C)c(=O)c2c1C	5	-7	1	0	-4	2	9	1	1757	-2
O=C(N/N=C\c1ccc(F)cc1)c1ccc(Cn2cc(Br)c([N+](=O)[O-])n2)o1	-7	-4	0.9	15	-5	-8	-7	0.9	1565	5
COC(=O)c1ccccc1NC(=O)Cc1nc(-c2ccccc2)sc1-c1ccc(C)cc1	-6	-9	1.1	-7	-3	7	4	1	1651	4
O=C(CSc1nc(-c2ccco2)cc(C(F)(F)F)n1)Nc1ccc(C(=O)N2CCOCC2)cc1	-5	-2	0.9	10	-1	-3	1	1	1411	-2
